# Source: PubChem
# AmpC det inh: blocks E. coli AmpC beta-lactamase in presence of detergent; P00811; purified AmpC, nitrocefin hydrolysis with detergent; Potency, µM (series often up to 28.7 µM), without a hit: at the highest dose activity change, negative = inhibition; 0.09% of 71,000 active; active means well fitted curve in the direction sought with a large enough effect
#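 E. coli AmpC (5.3 nM) in 20 mM phosphate pH 7.0 with 0.01% Triton X-100, preincubated 15 min RT with compound; nitrocefin (2 uL of 800 uM stock) hydrolysis followed by 480 nm absorbance every 20 s over 4 min.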
# Active calls of the source: *; & = joins results of further samples; [ ] = another dose, or the depositor's remark. On the % scale 0 is the no-effect control and ±100 the full control effect; potency means the concentration at half of the fitted maximal effect. A portion of the library; the hit share may differ from the screen's.
structure	AmpC det inh
CCn1ncc(C2=NOC(C(=O)Nc3c(C)nn(Cc4ccc(F)cc4)c3C)C2)c1C (configuration not stated)	18%
COc1cc(-c2ccc(N)c(OC)c2)ccc1N	9%
Fc1ccccc1N1CCN(Cc2nc(-c3ccc(Cl)cc3Cl)no2)CC1	-4%
Cc1nc2c(c(=O)n1Cc1ccccc1Cl)c1nc3ccccc3nc1n2Cc1ccco1	0%
CCCCn1c(SCC(=O)Nc2nnc(C)s2)nnc1-c1ccoc1C	0%
O=C(Cn1nc(C(F)(F)F)c2c1CCCC2)Nc1ccc2c(c1)OCO2	5%
Cc1ccc(-c2nn(C)c(=O)c3ccccc23)cc1S(=O)(=O)NCCN1CCOCC1	-6%
CCn1c(=N)c(C(N)=O)cc2c(=O)n3cccc(C)c3nc21	-2%
O=C(C1CCCN(S(=O)(=O)c2cccs2)C1)N1CCc2ccccc2C1 (configuration not stated)	10%
CC(C)OCCCNS(=O)(=O)c1ccc2c(c1)oc(=O)n2C	4%
O=C(c1ccncc1)N1CCC2(CC1)CN(Cc1cc(C(F)(F)F)cc(C(F)(F)F)c1)C2	23%
N=C(N)SCc1cccc2c(=O)cc(-c3ccccc3)oc12	1%[5.75 µM]
C[C@H](NC(=O)/C(C#N)=C/c1ccc(O)c(O)c1)c1ccccc1	1%&17%&-2%
Cn1nc(CC(=O)Nc2ccc3c(c2)CCC3)c2ccccc2c1=O	-3%
CSc1nnc(NC(=O)C2CCCCC2)s1	11%
Cn1c(=O)n(C)c2cc(NC(=O)CSc3nnc(-c4ccccc4O)n3-c3ccccc3)ccc21	-1%
CCC(NC(=O)c1ccccc1O)c1ccccc1 (configuration not stated)	0%
CCC(=O)Nc1cccc(NC(=O)CSc2nnnn2C)c1	10%
C=CC(=O)OCCN(C)C	8%
Cc1ccc(Cl)cc1N1CCN(S(=O)(=O)c2c(C)[nH]c(=O)[nH]c2=O)CC1	1%
N#C/C(=C(\O)c1ccco1)c1ccccn1	-3%
CC(=O)Nc1cc2nn(-c3ccccc3)nc2cc1Cl	-4%
Cc1ccc(-n2c(SCC3CCCCO3)nnc2-c2ccco2)cc1 (configuration not stated)	-1%
O=C(CCCN1CCC(O)(c2cccc(C(F)(F)F)c2)CC1)c1ccc(F)cc1	0%
CC(C)NC(=O)N1CCCC2(CCN(C(=O)c3cccn3C)CC2)C1	2%
COc1ccc(-c2cc3ccccc3n2CC(O)CNC(CO)(CO)CO)cc1 (configuration not stated)	-8%
COc1cc(C2N(c3cccc(Cl)c3)C(=O)C3CCCN32)cc(OC)c1OC (configuration not stated)	4%
CS(=O)(=O)N1CCC(C(=O)Nc2c(F)cccc2F)CC1	0%
CCCCC	9%
COc1ccc(OC)c(CNC(=O)C2CCCN(c3nc4ccccc4o3)C2)c1 (configuration not stated)	-3%
COC(=O)Cc1c(C)nc2nc(-c3ccccc3)[nH]n2c1=O	-7%
Cc1ccc(NC(=O)CN(C)C(=O)CN2C(=O)NC(C)(c3ccccc3)C2=O)cc1 (configuration not stated)	-3%
CCOC(=O)CCNC(=O)c1ccccc1Br	-1%
O=C(COC(=O)c1ccccc1O)Nc1ccc(OC(F)F)cc1	15%
O=C(Cn1c(=O)[nH]n(-c2ccccc2)c1=O)N1CCCc2ccccc21	14%
CCOC(=O)N1CCN(C(=O)CSc2nnc(-c3cccc(Cl)c3)o2)CC1	0%
CC(=O)N[C@@H](c1ccccc1)[C@]1(C)C[C@H]1[C@@H](C)C(=O)Nc1ccc2ccccc2c1	0%
Cc1cccc2cc3c(NC(=O)C(C)C)nn(C)c3nc12	-2%
Cc1[nH]n2c(=O)cc(C(C)(C)C)nc2c1-c1ccccc1	0%
Cc1nn2c3ccccc3nc2n(Cc2ccccc2)c1=O	-4%
CCC(C)(C)NC(=O)C(c1cccn1C)N(C(=O)Cn1nnc2ccccc21)c1ccc(OC)cc1 (configuration not stated)	-3%
COc1cc(CN2CCN(S(=O)(=O)c3ccc(NC(C)=O)cc3)CC2)cc(OC)c1O	0%
Cc1cc(F)ccc1NCc1ccncc1	0%
CC1CCC(NCCc2ccc3c(c2)OCO3)CC1 (configuration not stated)	12%
CC(C)(C)C(O)(CCc1ccc(Cl)cc1)Cn1cncn1 (configuration not stated)	8%
COc1cc(OC)c(NC(=O)Nc2ccc(OC)c(OC)c2)cc1Cl	-5%
CC(C)OCCCNC(=O)c1ccc(NC(=O)C2CCCO2)cc1 (configuration not stated)	-3%
COc1ccc(NC(=O)CSc2nnc(Cn3c(=O)sc4ccccc43)n2C)c(OC)c1	3%
Cc1nc2ccccn2c1C(=O)NC1CCCCC1	8%
COc1ccc(-c2noc(COc3ccc4ccccc4c3Br)n2)cc1OC	0%
FC(F)(F)c1ccccc1-c1cc(NCCN2CCOCC2)ncn1	-5%
Cc1ccc(NC(=O)C2CCCN2C(=O)Oc2ccccc2)cc1 (configuration not stated)	-4%
C(/C=C\c1ccccc1)=Nc1ccc2c(c1)Cc1ccccc1-2	-1%[5.75 µM]
C[C@@H](CN(C)C)CN1c2ccccc2Sc2ccccc21	-2%[12.8 µM]
CSc1nc(C)c(Cl)c(C)c1C#N	-2%
O=C(NCCCn1ccnc1)c1cc(C2CC2)on1	7%
CC(C)CN(CC#N)CC(C)C	-4%[5.75 µM]
O=C(NCC(c1cccnc1)N1CCOCC1)c1cccs1 (configuration not stated)	-4%
CC(C)CCNC(=O)CCn1nc(-c2ccccc2)ccc1=O	33%
COc1cccc(-n2c(SCC(=O)Nc3cc(C)on3)nc3ccccc3c2=O)c1	2%

# The results go on:
structure	AmpC det inh
O=c1ccccn1Cc1ccccc1F	-1%
CCOc1cc(/C=N/n2cnnc2)cc(Br)c1O	16%
O=C(Nc1cccnc1N1CCOCC1)c1ccco1	17%
CC(=NCCN1CCOCC1)c1c(O)n(-c2ccccc2C)c(=O)[nH]c1=O	-8%
COc1ccc2[nH]cc(CCNc3nc(-c4ccc(N(C)C)cc4)nc4ccccc34)c2c1	-6%
CC1(C)CC(=O)c2cc(OCC(=O)NCc3cccnc3)ccc2O1	17%
Cn1nc(-c2ccc(Cl)cc2)c2cc(C(=O)NCCN3CCOCC3)sc21	14%
COC(=O)C1=C(C)N=c2s/c(=C3\C(=O)Nc4ccccc43)c(=O)n2C1c1ccccc1 (configuration not stated)	2%
Cc1occc1C(=O)NC1CCCc2ccccc21 (configuration not stated)	-5%
COc1cc2c(=O)n(CC3CCCO3)c(=O)n(CC(=O)Nc3ccc(F)cc3F)c2cc1OC (configuration not stated)	16%
CCN1C(=O)c2cccc3c(S(=O)(=O)Nc4ccccn4)ccc1c23	-2%
Cc1ccc(Nc2ncnc3nc[nH]c23)cc1Cl	10%
CCCC(c1nnnn1Cc1ccccc1)N1CCN(c2ccccc2OC)CC1 (configuration not stated)	0%
CCCCn1c(SCC(=O)Nc2cc(C)on2)nnc1-c1cccnc1	1%
COC(=O)[C@@]1(Cc2ccccc2)[C@H]2c3cc(C(=O)N(C)C)n(Cc4c(CO)[nH]cc(C)c4=O)c3C[C@H]2CN1C(=O)c1ccccc1	1%
Cc1ccc(F)cc1NC(=O)c1cccc(N(C)C)c1	-7%
COc1ccc(C(=O)N(Cc2ccc(N(C)C)cc2)C2CCS(=O)(=O)C2)cc1 (configuration not stated)	-3%
Cc1nn(C)c(C)c1Sc1ccc(Br)cc1	-1%
O=C(Nc1cccc(F)c1)Nc1ccccn1	7%
CCCn1c(SCC(=O)O)nc2ccccc21	1%
CCOC(=O)N1CCN(Cc2ccccn2)CC1	-6%
CCn1c2ccccc2c2nnc(SCC(=O)c3ccccc3)nc21	7%
Cc1ccccc1-c1noc(-c2ccccc2C(=O)N2CCCC2)n1	-5%
C/C(Cl)=C/Cn1c(N2CCCC2)nc2c1c(=O)n(C)c(=O)n2C	1%
Cc1ccc(C2C(C#N)=C(N)Oc3c2sc2ccccc32)o1 (configuration not stated)	-4%
CC(C)(C)NC(=O)Cn1nnc(-c2ccc(S(C)(=O)=O)cc2)n1	-2%
CC(C)CCSc1nc(N2CCOCC2)c2c(c1C#N)CC(C)(C)OC2	-4%
CC(=NCC(=O)O)c1ccccc1	-4%[5.75 µM]
CCOC(=O)N1CCN(CC(=O)Nc2c(C(=O)OC)[nH]c3ccc(Cl)cc23)CC1	-5%
O=C(Nc1scc(-c2ccc(F)cc2)c1C(=O)O)c1ccco1	-3%
O=C(CCN1CCCC1)Nc1cccc(Br)c1	0%
CC(=O)Nc1nc(C)c(Oc2ccccc2)c(=O)[nH]1	1%
CCCCc1ccc(NC(=O)COCC)cc1	-5%
COc1cccc(C2c3c(oc4ccc(F)cc4c3=O)C(=O)N2CCCN2CCOCC2)c1 (configuration not stated)	12%
CCOC(=O)c1c(CN(C)C)n(C)c2ccc(OC(C)=O)cc12	-3%
O=C(O)C1CCCN1C(=O)c1cncc(Br)c1 (configuration not stated)	7%
COc1ccc(NC(=O)c2cccnc2)c(OC)c1	1%
Cc1cc(C)nc(NC(=O)CCCC(=O)O)c1	13%
Cc1ccccc1NC(=O)c1ocnc1C	13%
O=C(O)CCCC(=O)Nc1cccc2cccnc12	8%
O=C(CN(Cc1ccco1)C(=O)CNS(=O)(=O)c1ccc(Cl)cc1)NCc1ccc(F)cc1	9%
COC1=C(OC)C(=O)c2ccccc2C1=O	-3%
O=C(O)C[C@H]1NCc2cc3ccccc3nc21	1%[5.75 µM]
O=c1c2ccccc2oc2nc(-c3ccco3)n(CCc3ccccc3)c(=O)c12	-1%
c1cncc(Nc2nc(-c3cccs3)cs2)c1	-5%
CC(=O)NC(=O)NC1OC(=O)C(Cl)=C1Cl (configuration not stated)	-4%
Cc1cc(C(=O)NCCN2CCN(c3cccc(Cl)c3)CC2)n(-c2ccccc2)n1	5%
COc1cc(OC)nc(NC(=O)CSc2nnc(-c3ccccc3)n2C2CCCCC2)n1	4%
CCCCc1c(O)nc(SCC(=O)Nc2ccc3c(c2)CCC3)[nH]c1=O	2%
COc1ccc(CCNC(=O)COC(=O)c2cnc(C)cn2)cc1OC	-3%
COC(=O)[C@@]1(Cc2ccc(F)cc2)[C@H]2c3cc(C(=O)N4CCCC4)n(Cc4cc(C)n(C)n4)c3C[C@H]2CN1C(=O)c1ccccc1	-2%
CCOc1cc(C2C3=C(CCCC3=O)NC3=C2C(=O)CCC3)cc(Cl)c1O	-4%
CCc1ccccc1NC(=O)c1ccoc1C	-5%
O=C(CCc1ccc(S(=O)(=O)N2CCCCC2)cc1)c1nnc(-c2ccccc2)o1	-6%
Cc1ccc(C)c(N2CCN(C(=O)CCS(=O)(=O)c3cccc4nonc34)CC2)c1	3%
COc1ccc(C2C(C(=O)NCC3CCCO3)c3cc(OC)c(OC)cc3C(=O)N2C)cc1OC (configuration not stated)	-4%
CC(=O)Nc1cccc(NC(=O)C2CCCN2C(=O)Nc2cccc(C)c2)c1 (configuration not stated)	-2%
COc1ccc(NC(=O)C2CCCN2S(=O)(=O)c2ccc3c(c2)CCC(=O)N3)c(OC)c1 (configuration not stated)	14%
O=C(Nc1ccccc1)N1CCn2c1nc1ccccc12	-8%
Cn1c(=O)c2cnc(N3CCOCC3)nc2n(C)c1=O	8%

# Reprinted from the part before: 2 compounds; new compounds follow.
structure	AmpC det inh
O=C(Nc1ccccc1)N1CCn2c1nc1ccccc12	-8%
Cn1c(=O)c2cnc(N3CCOCC3)nc2n(C)c1=O	8%
CC(C)(C(=O)O)c1ccc([C@@H](O)CCCN2CCC(C(O)(c3ccccc3)c3ccccc3)CC2)cc1	1%
CC1=C(C(=O)OCC2CCCO2)C(c2cccc(O)c2)NC(=O)N1 (configuration not stated)	9%
COC(=O)COc1cccc(NC(=O)c2cccs2)c1	10%
Cc1cc(N2CCN(S(=O)(=O)c3ccccc3)CC2)c2ccccc2n1	3%
COc1cc(OC)c(OC)cc1CNCCc1ccc(OC)c(OC)c1	-2%
Cc1cccc(/C=C\c2ccccc2)n1	-7%&1%
CCC(=O)N/C(=N/c1nc(C)cc(C)n1)Nc1cccc(OC)c1	3%
CC(C)C[C@H](NC(=O)[C@@H](O)[C@@H](N)Cc1ccccc1)C(=O)O	-2%&-2%
Cc1ccc(C2c3c(oc4ccccc4c3=O)C(=O)N2c2nnc(C)s2)o1 (configuration not stated)	-7%
CC(=O)OCCC(C)C	7%
CCn1nnc(NC(=O)c2ccccc2Br)n1	-4%
O=c1c2cccnc2[nH]c(=S)n1CCC1=CCCCC1	-1%
CCCCCCCCc1ccc(O)cc1	-3%
CC1=C(C(N)=O)C(c2ccccn2)n2nc(-c3ccccc3Cl)nc2N1 (configuration not stated)	12%
N#CCCN1CCN(S(=O)(=O)c2ccc(S(=O)(=O)NC3CCCCC3)cc2)CC1	8%

# 4 of these compounds, reformatted.
SMILES: CCOC(=O)CCNC(=O)c1ccccc1Br
- AmpC det inh: -1%
SMILES: CCn1ncc(C2=NOC(C(=O)Nc3c(C)nn(Cc4ccc(F)cc4)c3C)C2)c1C (configuration not stated)
- AmpC det inh: 18%
SMILES: CSc1nnc(NC(=O)C2CCCCC2)s1
- AmpC det inh: 11%
SMILES: CCn1c(=N)c(C(N)=O)cc2c(=O)n3cccc(C)c3nc21
- AmpC det inh: -2%
